Sm TGR block: blocks Schistosoma mansoni thioredoxin glutathione reductase; purified TGR, DTNB reduction, TNB absorbance 405 nm; Potency, µM (highest dose often 114 µM), for inactives: at the top dose activity change, negative = inhibition, actives largely listed as inhibitors; AID 485364; actives 3% (n = 360,000); Q962Y6; further: potency means the concentration at half of the fitted maximal effect; nearly all actives have a fitted effect of over 60% in size
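Kinetic colorimetric format: TGR-catalysed, NADPH-driven DTNB reduction monitored via TNB absorbance. Enzyme dispensed at 20 nM; compound exposure 15 min at room temperature before reaction start.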
HCV inhibitor: blocks hepatitis C virus; Huh7.5.1 HCVcc-Cre infection, luciferase reporter, 44 h; Potency, µM (titrated, usually from 41.8 µM), for the others: at the highest dose activity change, negative = inhibition, actives largely listed as inhibitors; actives 3.4% (n = 340,000); AID 651820; further: potency means the concentration at half of the fitted maximal effect
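Whole-lifecycle infectious HCVcc-Cre system; cells 1,000/well, compound then virus (~0.5 moi) added 4 h after plating, 44 h culture. Luciferase read 15 sec following 15 min substrate incubation, room temp.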
AMA1-RON2 inh: inhibitors of Plasmodium falciparum AMA1-RON2 interaction. AlphaScreen AMA1-biotinylated RON2 peptide binding. Potency, µM (titrated, usually from 58.2 µM), inactives show top-dose activity change, negative = inhibition, actives largely listed as inhibitors. actives 0.2% (n = 360,000). AID 720542;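 further: potency means the concentration at half of the fitted maximal effect; 0% = vehicle wells and -100% = peptide control; nearly all actives have a fitted effect of over 45% in size; some results filed as inactive show a strong effect at the top dose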
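AMA1 (3D7) with his tag at 25 nM final met compounds first, then biotinylated RON2 peptide at 25 nM; detection used donor plus acceptor beads, 10 µg/mL apiece, read by AlphaScreen after 30 min at room temperature.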
FBPA Giardia inh: inhibitors of Giardia lamblia fructose-1,6-bisphosphate aldolase; A8B2U2; actives 0.71% (n = 290,000); purified Giardia FBPA; Potency, µM (top dose mostly 59.6 µM), without a hit: at the highest dose activity, negative = inhibition, actives largely listed as inhibitors; further: potency means the concentration at half of the fitted maximal effect; nearly all actives have a fitted effect of over 55% in size
Target sequence (A8B2U2 whole entry, looked up): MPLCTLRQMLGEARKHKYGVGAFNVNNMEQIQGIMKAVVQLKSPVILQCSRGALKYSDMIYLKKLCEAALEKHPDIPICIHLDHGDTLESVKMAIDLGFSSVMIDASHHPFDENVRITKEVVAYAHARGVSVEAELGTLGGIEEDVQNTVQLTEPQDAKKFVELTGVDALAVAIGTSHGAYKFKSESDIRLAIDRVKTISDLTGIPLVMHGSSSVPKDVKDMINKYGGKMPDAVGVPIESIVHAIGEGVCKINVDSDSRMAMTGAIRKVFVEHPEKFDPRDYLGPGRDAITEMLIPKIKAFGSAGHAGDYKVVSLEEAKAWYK
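40 nM FBPA preincubated 10 min at RT with compound (up to 57.5 uM final), then substrate plus GAPDH/TPI/NAD/arsenate coupling and diaphorase/resazurin added. Fluorescence read after 20 min at RT, 525/598 nm.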
AmpC detergent: inhibitors of E. coli AmpC beta-lactamase with detergent; AmpC hydrolysis of nitrocefin, absorbance 480 nm, 0.01% Triton; AID 485294; P00811; actives 0.041% (n = 370,000); Potency, µM (top dose mostly 114 µM), for inactives: top-dose activity change, negative = inhibition, hits mostly inhibitors;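 further: potency means the concentration at half of the fitted maximal effect; 0% = no-compound wells and -100% = no-enzyme wells; nearly all actives have a fitted effect of over 25% in size; some results filed as inactive show a strong effect at the top dose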
Target sequence (P00811 whole entry, looked up): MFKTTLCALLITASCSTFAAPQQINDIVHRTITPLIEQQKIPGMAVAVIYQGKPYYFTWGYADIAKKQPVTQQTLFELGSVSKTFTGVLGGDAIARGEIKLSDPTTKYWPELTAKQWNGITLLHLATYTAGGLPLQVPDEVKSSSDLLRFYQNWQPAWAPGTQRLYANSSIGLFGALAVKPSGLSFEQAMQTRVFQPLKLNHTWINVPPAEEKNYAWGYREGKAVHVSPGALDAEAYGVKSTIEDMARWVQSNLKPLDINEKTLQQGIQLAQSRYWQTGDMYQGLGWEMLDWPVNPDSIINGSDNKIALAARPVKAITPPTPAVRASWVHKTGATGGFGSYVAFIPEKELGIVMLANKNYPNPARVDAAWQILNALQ
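20 mM phosphate pH 7.0 + 0.01% (detergent screen) or 0.0001% Triton X-100; 5.3 nM AmpC reagent; cpd preinc 15 min RT; nitrocefin (800 uM stock) to start; A480 q20 s × 4 min; Activity was normalised to no-enzyme and no-compound control wells.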
HCMV inh: blocks human cytomegalovirus replication; HFF cells, HCMV-luciferase reporter, 72 h; hits give low values; activity change, negative = inhibition, % at 57.5 µM; actives 4.5% (n = 410,000); AID 1259415; in the data active means activity change below about -60%; inconclusive means no clear call, values can overlap the other calls; inactive means above about -39%
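Luciferase read-out from HCMV-luciferase-infected HFFs (MOI 1 PFU/cell) 72 h post infection at 37C; compounds added after 16 h cell attachment; activity normalized between buffer-only basal and Salinomycin (10uM) inhibitor controls.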
* hit, by the source's call; ? = inconclusive; / = no result given; & = joins results of further samples; [ ] = dose if it differs, or a comment. Unless noted, the call rests on the fitted dose curve; in most records, active means well fitted curve in the direction sought with a large enough effect; inconclusive means small, poorly fitted or top-dose-only effect, or another doubt; inactive means no such curve, though single readings can be large; an effect the other way counts as inactive or inconclusive. Unless noted, on the % scale 0 is the no-effect control and ±100 the full control effect. No enrichment for hits; overall some 9.3% were active at least once.

Structure,Sm TGR block,HCV inhibitor,AMA1-RON2 inh,FBPA Giardia inh,AmpC detergent,HCMV inh
Cc1cccc(-n2nc(C)c3c2NC(=O)CSC3c2ccccc2Cl)c1 (stereo unspecified),1%,/,/,/,-5%,?
CCN(CC)S(=O)(=O)c1ccc(C(=O)Nc2ccc(OCC(=O)N3CCOCC3)cc2)cc1,2%,10%,-1%,-19%,?,-25
CCCC(c1nnnn1C(C)(C)C)N1CCN(c2ccccc2)CC1 (stereo unspecified),0%,5%,-14%,1%,9%,8
Cc1ccccc1NC(=O)Cn1c(=O)n(CCC(=O)N2CCc3ccccc3C2)c(=O)c2ccccc21,-1%,/,/,/,22%,13
COc1ccc2sc(-c3ccc(SC)cc3)c(-c3ccc(O)cc3)c2c1,/,13µM*,6%,/,/,-7
CCCC(C)C(=O)Nc1ccc(S(N)(=O)=O)cc1 (stereo unspecified),3%,3%,5%,3%,0%,?
Cc1cccc(NC(=O)C(=O)NNC(=O)c2ccc(C(C)(C)C)cc2)c1,8%,-10%,123%[activator],?,-2%,-18
CCOC(=O)N1CCc2c(sc3c2c(=O)n(-c2ccc(CC)cc2)c(=O)n3Cc2ccc(F)cc2Cl)C1,-1%,/,/,/,8%,-14
O=C(NCCSCc1c(F)cccc1Cl)Nc1ccccc1,10%,3%,-11%,0%,4%,/
COc1ccc(N2C(=O)CSC23C(=O)N(CC(=O)NCc2ccccc2)c2ccccc23)cc1 (stereo unspecified),1%,/,/,/,0%,20
Cc1ccc(CSCCNC(=O)CN(c2ccc(F)cc2)S(C)(=O)=O)cc1,1%,8%,-9%,2%,-10%,-1
Cn1c(=O)[nH]c(=O)c2c1nc(NCCO)n2CCOc1ccccc1,1%,9%,2%,0%,-6%,37
Clc1ccc(C2=Nn3c(nnc3-c3cc(-c4ccccc4)n[nH]3)SC2)cc1,2%,?,0%,10%,2%,41
COc1cc2c(cc1NC(=O)c1cc(-c3ccccn3)nc3ccccc13)oc1ccccc12,-1%,?,-21%,5%,-10%,-10
COC(=O)c1cn(NC(=O)/C=C/c2cccc(OC)c2OC)c(=O)c2ccccc12,-4%,0%[0.335 µM],/,5%,-13%,21
N#Cc1ccc(OCc2nnc(SCC(=O)c3ccccc3)n2-c2ccccc2)cc1,0%,?,-2%,-1%,-13%,-3
O=C(NCc1ccccc1)C1=C[C@H](c2ccc3c(c2)OCO3)C[C@H](OCc2ccc(CO)cc2)O1,/,26%,29%,/,/,-9
c1ccc(N2CCN(c3c4c(nc5ncnn35)CCC4)CC2)cc1,0%,?,-3%,0%,-6%,-62*
Cc1nc2ccc(NC(=S)N3CCOCC3)cc2nc1C,-29%,-9%,-4%,?,-1%,-25
CCc1ccc(NC(=O)CSc2nc(=O)n(Cc3ccccn3)c3c2CCC3)cc1,-11%,/,/,/,0%,?
O=S1(=O)c2ccccc2Nc2ccccc21,-15%,-13%,-4%,-6%,-8%,-30
CSc1cccc(NC(=O)C2CCN(S(=O)(=O)c3ccc4c(c3)NC(=O)CO4)CC2)c1,-3%,?,-2%,0%,?,?
CCCCc1nnc(NC(=O)c2oc3ccc(OC)cc3c2C)s1,-1%,0%,0%,/,?,-6
N=c1n(CCO)c2ccccc2n1CCOc1ccc(Cl)cc1Cl,-2%,?,-11%,0%,?,-2
C=C1SC(=Nc2ccccc2Cl)N(C(=O)c2sc3ccccc3c2Cl)C1(C)C,12%,7%,-13%,3%,11%,67
O=C(NNc1ncnc2c1cnn2-c1ccc(F)cc1)c1cccs1,-10%,-4%,103%[activator],4%,-1%,-32
O=C(CCCCCN1C(=O)c2cccc3cccc(c23)C1=O)NCc1cccnc1,7%,-7%,0%,10%,-6%,29
COc1ccc(S(=O)(=O)Nc2cccc(F)c2C)cc1C(=O)N1CCOCC1,-4%,-14%,-1%,-3%,?,-8
O=C(NCCCn1ccnc1)C(=O)NCC(c1ccco1)N1CCN(c2ccc(F)cc2)CC1 (stereo unspecified),12%,?,-11%,0%,3%,0
CCOc1nc(-c2ccccc2O)nc2ccccc12,11%,?,-10%,7%,4%,4
CCCS(=O)(=O)c1cn2cccc(N)c2c1S(=O)(=O)CCC,22µM*,?,34%[activator],?,2%,54
CCOC(=O)c1ccc(N2C(=O)c3[nH]nc(-c4ccc(C)cc4)c3C2c2ccc(O)c(OCC)c2)cc1 (stereo unspecified),-4%,/,/,/,-3%,-101*
COc1ccccc1CNC(=O)CCn1c(=O)oc2ccccc21,12%,-4%,0%,26%,0%,-11
COc1ccc(/C=C/c2cc(C(F)(F)F)[nH]c(=O)n2)cc1OC,1%,-9%,-6%,2%,2%,-95*
Cc1cc(=O)oc(C)c1C(=O)NC1CC(C)(C)NC(C)(C)C1,-3%,9%,-7%,-7%,-8%,-18
Nc1ncnc(Oc2cccc3cccnc23)c1[N+](=O)[O-],-15%,18%,59%[activator],-1%,2%,12
COc1ccccc1Nc1nc(N)nc(N)c1S(=O)(=O)c1ccccc1,4%,/,/,/,8%,22
Cc1cc(N/N=C/c2ccccc2O)nc(-c2ccccc2O)n1,-2%,?,91%[activator],0%,5%,31
O=c1cc(-c2ccccc2)nc(N2CCCCC2)[nH]1,0%,2%,54%[activator],6%,?,-16
COc1ccc(/C=C(\C#N)C(=O)c2c(C)[nH]c3ccccc23)cc1OC,-6%,-7%,-19%,-12%,-3%,59

As entered above:
`Cc1cc(N/N=C/c2ccccc2O)nc(-c2ccccc2O)n1` in AmpC detergent is listed with 5%
`COc1ccccc1Nc1nc(N)nc(N)c1S(=O)(=O)c1ccccc1` in HCMV inh is listed with 22
`COc1ccc(/C=C(\C#N)C(=O)c2c(C)[nH]c3ccccc23)cc1OC` in HCV inhibitor is listed with -7%

Additional entries follow.
Structure,Sm TGR block,HCV inhibitor,AMA1-RON2 inh,FBPA Giardia inh,AmpC detergent,HCMV inh
O=C(NCc1ccccc1)c1cncc(Br)c1,10%,-4%,-8%,3%,-11%,?
CCn1c(CCc2ccccc2)nnc1SCC(N)=O,-3%,0%,1%,4%,1%,29
NC1=NC(c2ccc(Cl)cc2)n2c(nc3ccccc32)N1 (stereo unspecified),5%,9%,98%[activator],-1%,?,-12
COc1ccc(C(=O)OCn2nnc3ccccc3c2=O)cc1OC,2%,6%,-10%,6%,-4%,2
CCOc1ccccc1NS(=O)(=O)c1csc(C(N)=O)c1,5%,-2%,16%,1%,-11%,-28
COc1ccc(-c2nc(C#N)c(N3CCCCCC3)o2)cc1OC,-6%,10µM*,0%,1%,-13%,?
COCCNC(=O)CN(c1cc(C(F)(F)F)ccc1Cl)S(C)(=O)=O,-4%,15%,17%,2%,-16%,-5
Cc1ccc2c(c1)c1c(n2CC(O)CNC(CO)(CO)CO)CCCC1 (stereo unspecified),-11%,?,-9%,-17%,?,/
Cn1c(=O)oc2cc(S(=O)(=O)NCCC(=O)N3CCN(c4ccccc4F)CC3)ccc21,-4%,10%,7%,-9%,-4%,-14
CCOC(=O)c1c(NC(=O)CSc2nnnn2C)sc(CC)c1C,-3%,?,-7%,-2%,-15%,-6
Cc1ccccc1Cn1c(NC2CCCC2)nc2c1c(=O)[nH]c(=O)n2C,1%,5%,-6%,-3%,-2%,-16
COC(=O)c1c(-c2ccc(F)cc2)noc1N,7%,14%,2%,0%,?,-23
COc1ccccc1/C=C/c1nc(C#N)c(N2CCCCC2)o1,3%,/,/,/,14%,-5
COc1c2c(cc3oc(=O)ccc13)OC(C)(C)C=C2,-18%,?,-3%,0%,0%,22
O=C(c1ccccc1F)N1CCCc2ccccc21,4%,5%,0%,-6%,-9%,-5
CC(C)c1cc(C(C)C)n2nc(N)nc2n1,17%,15%,3%,0%,4%,7
COc1ccc(/C=N/n2c(COc3ccccc3)n[nH]c2=S)cc1OC,4%,-14%,87%[activator],7%,-11%,50
O=C(Cc1ccccc1)N1CCN(Cc2ccc(F)cc2)CC1,3%,3%,?,28µM*,?,21
CCc1ccc2oc(C(=O)NC3CCS(=O)(=O)C3)cc(=O)c2c1 (stereo unspecified),-5%,7%,-3%,0%,-4%,-28
Cc1ccc(C)c(-n2c(C)cc(/C=N/NC(=O)c3c(C)nc4cc(C)ccn34)c2C)c1,-25%,?,41%[activator],-18%,-3%,?

A draw from above in order of heavy-atom count, highest first:
Structure,Sm TGR block,HCV inhibitor,AMA1-RON2 inh,FBPA Giardia inh,AmpC detergent,HCMV inh
Cc1ccc2c(c1)c1c(n2CC(O)CNC(CO)(CO)CO)CCCC1 (stereo unspecified),-11%,?,-9%,-17%,?,/
CCc1ccc2oc(C(=O)NC3CCS(=O)(=O)C3)cc(=O)c2c1 (stereo unspecified),-5%,7%,-3%,0%,-4%,-28
CCOc1ccccc1NS(=O)(=O)c1csc(C(N)=O)c1,5%,-2%,16%,1%,-11%,-28

(next part)
Structure,Sm TGR block,HCV inhibitor,AMA1-RON2 inh,FBPA Giardia inh,AmpC detergent,HCMV inh
N#C/C(=C\c1ccc(O)c(Br)c1)C(=O)N1CCCCC1,-20%,-11%,6%,8%,-20%,-8
Cc1ccc(NC(=O)OC(C)N2CCCCC2)cc1NC(=O)OC(C)N1CCCCC1 (stereo unspecified),/,25µM*,0%,/,/,-13
Cc1nnc(SCc2ccc(F)cc2)s1,0%,15%,24%,0%,-10%,-24
O=C(c1ccc(-c2nnc(Nc3ccccc3)c3ccccc23)cc1)N1C[C@H]2C[C@H](C1)c1cccc(=O)n1C2,-17%,5%,8%,1%,1%,-34
CN(CC(=O)Nc1ccc(F)cc1)C(=O)CCc1ccccc1,10%,-2%,-3%,-3%,-6%,-24
O=C(CCC(=O)c1cccs1)OCc1ccc([N+](=O)[O-])cc1,-11%,21%,1%,/,-2%,1
Cc1cccc(-n2ncc3c(Nc4ccc(F)cc4)ncnc32)c1,-3%,?,11%,-28%,?,-9
Cc1ccc(-c2nn(-c3cc(Cl)ccc3[N+](=O)[O-])c(=O)c3ccccc23)cc1,3%,?,?,-6%,-2%,?
O=C(O)c1ccc(Br)c(S(=O)(=O)N2CCCC2)c1,3%,/,-17%,?,5%,33
CCOC(=O)/C(C#N)=C/c1cn(CCC(=O)O)nc1-c1cccc(Br)c1,-17%,7%,-17%,?,?,-7
CC(C)Cn1c(=O)n(C)c(=O)c2[nH]cnc21,11%,?,10%,-3%&-23%&-19%&-10%&-7%,1%,42
N#Cc1cnn(-c2ncnc3sc4c(c23)CCCC4)c1N,-17%,-17%,5%,8%,-2%,28
CCOc1ccc(CCNC(=O)C2CCCN2C(=O)OCc2ccccc2)cc1OCC (stereo unspecified),5%,-10%,-2%,2%,4%,73
CCN(CC(=O)NCc1ccc(Cl)cc1)C(=O)/C=C/c1ccccc1,-3%,-21%,-7%,2%,1%,-18
CC(C)OCCCNC(=O)c1c(N)n(/N=C/c2cccs2)c2nc3ccccc3nc12,13%,?,5%,-2%,0%,-8
COc1ccc(NC(=O)C(NC(=O)OC(C)(C)C)C(C)OCc2ccccc2)cc1 (stereo unspecified),4%,12%,-3%,5%,-6%,-6
CC(C)C(=O)Nc1cccc(C(=O)OCC(=O)c2ccc(Cl)cc2Cl)c1,-10%,-6%,-11%,-2%,2%,-19

Assay outcomes from PubChem BioAssay.
